High-throughput results: PubChem, National Center for Advancing Translational Sciences (NCATS)
p53null 32C tox = qHTS Screen for Compounds that Selectively Target Cancer Cells with p53 Mutations: Cytotoxicity of p53 Null Cells at the Permissive Temperature. H1299-neo p53 null cells, ATP luminescence, 24 h, 32C. Potency, µM (titrated, usually from 46.1 µM), for the others: at the highest dose activity change, negative = cytotoxicity, most hits filed as cytotoxic. actives 0.62% (n = 55,000). AID 903, 2007;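 note: 0% = DMSO only and -100% = full killing by 100 µM tamoxifen; nearly all actives have a fitted effect of over 55% in size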
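Cells lacking p53 (H1299-neo) are plated at 600 per well and allowed to settle overnight at 37C. Test compounds (up to 46 uM) are added and held 24 hours at 32C, then ATP is quantified by luminescence.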
p53null 39C kill = qHTS Screen for Compounds that Selectively Target Cancer Cells with p53 Mutations: Cytotoxicity of p53 Null Cells at the Nonpermissive Temperature; H1299 p53-null (neo) cells, 39C, ATPlite viability, 24 h; Potency, µM (highest dose often 46.1 µM), for inactives: top-dose activity, negative = cell killing, usual class: cytotoxic; actives 0.97% (n = 55,000);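 note: 0% = DMSO only and -100% = full killing by 100 µM tamoxifen; nearly all actives have a fitted effect of over 50% in size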
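ATP-luminescence viability readout (ATPlite, 20 min RT) after 24 hr compound treatment at 39C of H1299-neo or H1299-p53A138V cells; titration up to 46 uM; normalized to DMSO and 100 uM tamoxifen; Hill-fit AC50.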
* hit, by the source's call; ? = inconclusive; [ ] = another dose, or the depositor's remark. Calls come from the whole dose curve; as a rule, active = well fitted cell-killing curve with a large enough effect; inconclusive = small, poorly fitted or top-dose-only effect; inactive = no such curve, though single readings can be large or run the other way. Potency is the fitted concentration of half-maximal effect.

The line under a structure holds: p53null 32C tox	p53null 39C kill
(1) O=C(COC(=O)c1c2c(nc3ccccc13)CCCCC2)c1ccc(Cl)s1
 : -3.8%	-3.9%
(2) CCCCCC1CC(CC#CCN2CCOCC2)C(=O)O1 (stereo not given)
 : -4.9%	11.4%
(3) O=C(/C(C=Nc1ccc(Br)cc1)=C(/O)c1ccco1)C(F)(F)F
 : 5.01µM*	?
(4) O=C(N/N=C/c1c[nH]c2ccccc12)c1cc(-c2cccc3ccccc23)n[nH]1
 : 7.5%	-9.3%
(5) Oc1ccccc1CNc1cnc2ccccc2c1
 : -3.7%	-12.6%
(6) CC(=O)NCC(=O)N(C)C(C(=O)Nc1ccc2c(c1)OCCO2)c1ccccc1 (stereo not given)
 : -3.7%	2.8%
(7) Cc1c(NC(=O)Cc2ccccc2)cccc1C(=O)NN1C(=O)c2ccccc2C1=O
 : -5.8%	-16.5%
(8) Cc1c(S(=O)(=O)Nc2cc(Cl)ccc2Cl)c(=O)n(C)c(=O)n1C
 : 4.7%	-13.5%
(9) CCOC(=O)N1CC=C2C(C#N)=C(N)C(C#N)(C#N)[C@H](c3cccs3)C2C1 (stereo not given in full)
 : 7.5%	25.9%
(10) C=CCN(CC=C)c1nc2ccccc2nc1C(C#N)C(=O)OC(C)C (stereo not given)
 : 6.3%	-6.3%
(11) CCCCN=C(NNc1ccc(Br)cc1)C(=O)OCC
 : 5.7%	5.1%
(12) CCC(C)(C)NC(=O)C(c1ccc(OC)cc1)N(Cc1cccs1)C(=O)CCC(=O)Nc1cc(C)on1 (stereo not given)
 : -0.1%	-14.5%
(13) COC(=O)c1ccc(NC(=O)C2CCCN2S(=O)(=O)c2ccc(F)cc2)cc1 (stereo not given)
 : 10.9%	16.7%
(14) CCc1c(O)cc2n(c1=O)-c1ccc(Cl)cc1C2(C)C
 : 0.3%	4.9%
(15) Cc1cc(C)nc(SCc2nnc(SCC(=O)Nc3ncc(C)s3)n2Cc2ccco2)n1
 : 0.1%	-2.5%
(16) O=C(c1cc2ccccc2oc1=O)N(Cc1ccccc1)Cc1ccc2c(c1)OCO2
 : 3.5%	-14.6%
(17) O=C(CSc1c(Cl)cccc1Cl)NC1CCCc2ccccc21 (stereo not given)
 : -4.9%	14.3%
(18) OC(COc1ccc2ccccc2c1)CN1CCOCC1 (stereo not given)
 : -11.4%	-9.3%
(19) O=C(CSc1nnc(COc2ccccc2)o1)N1CCN(c2ccccc2)CC1
 : 0.3%	-4.3%
(20) CCOC(=O)c1ccc(NCC(O)COc2ccccc2)cc1 (stereo not given)
 : -12.2%	-12.0%
(21) O=C(NCc1ccco1)c1cccc(S(=O)(=O)N2CCCCC2)c1
 : 2.5%	5.2%
(22) Cc1nnsc1C(=O)Nc1cc(Cl)ccc1Cl
 : 2.9%	0.0%
(23) Cc1sc(NC(=O)c2ccco2)c(C(Nc2ccccn2)c2ccccc2)c1C (stereo not given)
 : 7.7%	-8.5%
(24) COc1ccccc1CNC(=O)c1ccc(OC(F)F)c(OC)c1
 : -2.9%	-4.0%
(25) CC/C(C)=N\N=C\c1c(O)n(CC)c2cc(C3=NNC(=O)CC3)ccc12
 : 2.8%	6.7%
(26) N#Cc1c(NC(=O)c2ccccc2)sc2c1CCCCC2
 : -28.2%	-5.6%
(27) O=C(Nc1ccccc1F)C(=Cc1sc(N2CCOCC2)nc1-c1ccccc1)C(=O)Nc1ccccc1F
 : -5.8%	4.0%
(28) Cc1ccc(C)c(NC2=NCC(=O)N2C2CCCCC2)c1
 : -1.9%	4.0%
(29) Cc1ccccc1-c1n[nH]c(=S)n1/N=C/c1c(C)nn(-c2ccccc2)c1C
 : ?	32.3%[activator]
(30) Cc1ccc(S(=O)(=O)CCc2nc3ccccc3s2)cc1
 : -8.6%	14.5%

Given screen by screen: 6 of the compounds above
5	Oc1ccccc1CNc1cnc2ccccc2c1
14	CCc1c(O)cc2n(c1=O)-c1ccc(Cl)cc1C2(C)C
23	Cc1sc(NC(=O)c2ccco2)c(C(Nc2ccccn2)c2ccccc2)c1C (stereo not given)
19	O=C(CSc1nnc(COc2ccccc2)o1)N1CCN(c2ccccc2)CC1
2	CCCCCC1CC(CC#CCN2CCOCC2)C(=O)O1 (stereo not given)
9	CCOC(=O)N1CC=C2C(C#N)=C(N)C(C#N)(C#N)[C@H](c3cccs3)C2C1 (stereo not given in full)

| screen / no. | 5 | 14 | 23 | 19 | 2 | 9 |
| --- | --- | --- | --- | --- | --- | --- |
| p53null 32C tox | -3.7% | 0.3% | 7.7% | 0.3% | -4.9% | 7.5% |
| p53null 39C kill | -12.6% | 4.9% | -8.5% | -4.3% | 11.4% | 25.9% |

Some of the entries so far, with one line to a screen.
11: CCCCN=C(NNc1ccc(Br)cc1)C(=O)OCC
17: O=C(CSc1c(Cl)cccc1Cl)NC1CCCc2ccccc21 (stereo not given)
6: CC(=O)NCC(=O)N(C)C(C(=O)Nc1ccc2c(c1)OCCO2)c1ccccc1 (stereo not given)
22: Cc1nnsc1C(=O)Nc1cc(Cl)ccc1Cl
24: COc1ccccc1CNC(=O)c1ccc(OC(F)F)c(OC)c1
3: O=C(/C(C=Nc1ccc(Br)cc1)=C(/O)c1ccco1)C(F)(F)F

| assay / compound | 11 | 17 | 6 | 22 | 24 | 3 |
| --- | --- | --- | --- | --- | --- | --- |
| p53null 32C tox | 5.7% | -4.9% | -3.7% | 2.9% | -2.9% | 5.01µM* |
| p53null 39C kill | 5.1% | 14.3% | 2.8% | 0.0% | -4.0% | ? |

Further records
The line under a structure holds: p53null 32C tox	p53null 39C kill
(31) O=C(COC(=O)CCS(=O)(=O)c1ccc(Cl)cc1)NCCc1ccccc1
 : -1.8%	6.8%
(32) Cc1c(C(=O)N2CCC(C)CC2)sc2ncnc(N(C)c3ccccc3)c12
 : 4.1%	13.6%
(33) CCCCN1C(=O)C(CC(=O)NCC)SC1=Nc1ccccc1 (stereo not given)
 : -2.0%	15.9%
(34) CN(C)C(=O)Cn1c(SCC(=O)NCc2ccc3c(c2)OCO3)nc2ccccc21
 : -1.3%	13.1%
(35) O=C(Cn1cnc2c(nnn2Cc2ccc(Cl)cc2)c1=O)NCc1ccco1
 : 0.8%	7.8%
(36) COc1ccc(-c2nn(-c3ccccc3)cc2C(=O)Nc2nccs2)cc1OC
 : 14.5%	-8.5%
(37) COc1cccc2sc(Nc3nc(-c4cc5ccccc5oc4=O)cs3)nc12
 : 9.4%	23.3%
(38) CCCCSc1nnc(CNC(=O)C23CC4CC(CC(C4)C2)C3)n1Cc1ccccc1
 : 6.5%	17.0%
(39) CCn1c(O)c(N=NC(=O)c2cccc(S(=O)(=O)N3CCCCC3)c2)c2ccccc21
 : -1.7%	25.7%[1.84 µM]
(40) CCOC(=O)N1CCC(NC(=O)c2ccc3c(c2)N(C)CCS3)CC1
 : 6.1%	21.2%
(41) Cc1cc(NC(=O)CCSc2nc(-c3ccco3)cc(C(F)(F)F)n2)n(-c2ccccc2)n1
 : 5.8%	-18.0%
(42) COc1ccccc1S(=O)(=O)n1cc(Cc2ccccc2)c(N)n1
 : -0.9%	15.6%
(43) Cc1ccc(-c2ccc(=O)[nH]n2)cc1
 : -8.5%	-11.8%
(44) O=C(c1ccccc1Cl)N1CCc2ccccc2C1
 : -1.2%	10.4%
(45) CCN(CCCNC(=O)COc1cc(=O)n(CC)c2ccccc12)c1ccccc1
 : -4.5%	-8.4%
(46) O=C1c2ccccc2C(O)N1CCN1CCOCC1 (stereo not given)
 : 1.0%	-12.1%
(47) N#Cc1nc(Cc2ccccc2)oc1NCc1cccnc1
 : -7.6%	-16.9%
(48) Cc1cccc(NS(=O)(=O)c2cc(OCC(N)=O)c(C)cc2Cl)c1
 : -0.8%	20.0%
(49) O=C1c2cccc(OCc3ccc(F)cc3)c2CCN1Cc1ccccc1
 : 10.0%	-1.4%
(50) O=C(c1ccc(Cl)cc1)N1CCCCC(Sc2nnc(-c3ccc4c(c3)OCO4)o2)C1=O (stereo not given)
 : ?	?
(51) CSc1nc(N)nc(SCCS(=O)(=O)c2ccc(Cl)cc2)c1C#N
 : 8.8%	10.0%
(52) N#Cc1cn(CC(=O)N2CCCc3ccccc32)c2ccccc12
 : -13.1%	-16.8%
(53) CC(C)c1nnc(SCC(=O)N2CCc3ccccc32)n1C
 : -11.0%	-3.1%
(54) Cc1cccc(C(=O)NCC2CCCO2)c1 (stereo not given)
 : -1.6%	23.6%
(55) O=c1c2c(nc3n1CCCCC3)-c1ccccc1CC21CCCCC1
 : -2.7%	7.4%
(56) CCn1c(COc2ccccc2C(N)=O)nc2ccccc21
 : -4.1%	-0.2%
(57) Cn1c(CN2CCC(C(N)=O)CC2)c(C#N)c2ccccc21
 : 1.6%	-7.3%
(58) O=C1c2cccc3cccc(c23)C(=O)N1c1ccc2ncccc2c1
 : 1.5%	14.0%
(59) CC1CC(C(F)F)n2nc(C(=O)Nc3sc4c(c3C#N)CCC(C(C)(C)C)C4)nc2N1 (stereo not given)
 : -8.3%	-3.6%
(60) COc1ccc([C@@H]2Sc3cc(OC)ccc3N(CCN(C(C)C)C(C)C)C(=O)[C@H]2OC(C)=O)cc1
 : -5.4%	-18.3%
(61) COc1ccc(-c2cc(=O)[nH]c(=O)[nH]2)cc1
 : 1.1%	-11.9%
(62) O=C(Nc1ccc(F)cc1F)NC1CC(=O)N(Cc2ccccc2)C1 (stereo not given)
 : 6.9%	14.6%
(63) O=C(NC(=S)N(CCc1ccccc1)CCc1ccccc1)c1ccco1
 : -4.0%	-7.3%
(64) COc1ccc(S(=O)(=O)N2CCC(C(=O)c3ccc4c(c3)OCCO4)CC2)cc1
 : -3.5%	-9.4%
(65) O=C(Nc1ccc(N2CCOCC2)cc1)c1cccnc1
 : ?	?
(66) CN(C)C(=O)CSc1nc(-c2ccccc2)nc2c1CCCC2
 : -16.9%	-26.5%
(67) O=C(OC(C(=O)NCC1CCCO1)c1ccc(F)cc1)c1cccs1 (stereo not given)
 : -8.9%	-5.5%
(68) O=C(/C=C/c1ccccc1)NC(=S)NNC(=O)c1ccco1
 : -9.5%	-20.3%
(69) OC(COc1ccccc1)CN1CCOCC1 (stereo not given)
 : -11.1%	-13.3%
(70) O=C(N/N=C/c1ccccc1Cl)c1[nH]c2ccc(Br)cc2c1-c1ccccc1
 : 20.8%	-2.9%
(71) Cc1cn(C(=O)c2ccccc2)c(=S)n1-c1ccc(Br)cc1
 : -9.1%	-7.7%
(72) COc1ccc(Cl)cc1NS(=O)(=O)c1ccc(OC)c(OC)c1
 : 5.1%	5.1%
(73) CCC(C(=O)NC(C)CCc1ccco1)n1nc(C)n2c(cc3occc32)c1=O (stereo not given)
 : -1.1%	14.7%
(74) Cc1ccc(C(=O)O/N=C2\CC3CCC2(C)C3(C)C)cc1 (stereo not given)
 : 6.9%	17.4%
(75) CCc1nc(Cl)c(C#N)c2c1CSC(C)(C)C2
 : -0.6%	5.0%
(76) OC(COCc1cccs1)CN1CCN(c2ccccc2Cl)CC1 (stereo not given)
 : -12.2%	3.3%
(77) CC(=O)Oc1ccc(NC(=O)CCC2CCCCC2)c(C(=O)O)c1
 : -23.7%	-10.9%
(78) COc1ccc(C)cc1S(=O)(=O)N1CCCCC1
 : 29.2%	-22.7%
(79) Nc1c(C(=O)c2ccc(F)cc2)oc2ccccc12
 : 3.8%	3.6%
(80) Cc1nnc(NC(=O)CSc2nnc(-c3ccc(S(=O)(=O)N4CCCC4)cc3)n2C)s1
 : -6.1%	-4.4%
(81) O=C(Nc1ccc(N=Nc2ccccc2)cc1)c1ccccc1Cl
 : 3.1%	-3.3%[1.84 µM]
(82) Cc1cc(Nc2ccc(Br)cc2F)n2nc(C)nc2n1
 : 17.0%	4.8%
(83) O=C(NCC(c1cccnc1)N1CCOCC1)C1CCCCC1 (stereo not given)
 : -10.3%	-3.5%
(84) Cc1cnc(NC(=O)CSc2nc3ccccc3c(=O)[nH]2)s1
 : -8.4%	9.3%
(85) CCOC(=O)Cc1nnc(NC(=O)c2ccccc2OCC)s1
 : 3.8%	-2.3%
(86) CCOC(=O)c1nc(N)c(=O)n(-c2ccc(C)cc2)n1
 : -5.2%	-4.5%
(87) COc1cccc(C(=O)Nc2ccc3nc(N4CCN(c5ncccn5)CC4)cc(C)c3c2)c1OC
 : -9.2%	-13.2%
(88) COc1ccccc1N=Cc1nc(-c2ccccc2)oc1OC(C)=O
 : -0.1%	20.0%
(89) CCOC(=O)C1=C(C)N(c2ccccc2)C(=O)C1
 : -3.1%	-14.7%
(90) CCOC(=O)C(C)n1cnc2sc(C)c(C)c2c1=O (stereo not given)
 : 6.9%	12.1%
(91) Cc1cc(N2CCOCC2)n2nc(-c3cccc(F)c3)cc2n1
 : -0.9%	7.1%
(92) CCOc1ccc(C2=NNC(c3cccs3)=Nc3ccc(OC)cc32)cc1OCC
 : -1.6%	-10.6%

For reference, part of the list above.
The line under a structure holds: p53null 32C tox	p53null 39C kill
(69) OC(COc1ccccc1)CN1CCOCC1 (stereo not given)
 : -11.1%	-13.3%
(70) O=C(N/N=C/c1ccccc1Cl)c1[nH]c2ccc(Br)cc2c1-c1ccccc1
 : 20.8%	-2.9%
(71) Cc1cn(C(=O)c2ccccc2)c(=S)n1-c1ccc(Br)cc1
 : -9.1%	-7.7%
(72) COc1ccc(Cl)cc1NS(=O)(=O)c1ccc(OC)c(OC)c1
 : 5.1%	5.1%
(73) CCC(C(=O)NC(C)CCc1ccco1)n1nc(C)n2c(cc3occc32)c1=O (stereo not given)
 : -1.1%	14.7%

This is a subset; the hit share may differ from the screen's.
